# AmpC inh no detg: AmpC beta-lactamase inhibition without detergent; P00811; AmpC nitrocefin hydrolysis, absorbance 480 nm, 0.0001% Triton; Potency, µM (titrated, usually from 57.1 µM), inactives show at the highest dose activity change, negative = inhibition, most hits filed as inhibitors; 0.52% of 330,000 active; AID 485341;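 also: potency is read from the fitted curve at half-maximal effect; plate controls were no compound for no effect and no enzyme for full effect; nearly all actives have a fitted effect of over 20% in size; some results filed as inactive show a strong effect at the top dose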
# Target sequence (P00811 whole entry, looked up): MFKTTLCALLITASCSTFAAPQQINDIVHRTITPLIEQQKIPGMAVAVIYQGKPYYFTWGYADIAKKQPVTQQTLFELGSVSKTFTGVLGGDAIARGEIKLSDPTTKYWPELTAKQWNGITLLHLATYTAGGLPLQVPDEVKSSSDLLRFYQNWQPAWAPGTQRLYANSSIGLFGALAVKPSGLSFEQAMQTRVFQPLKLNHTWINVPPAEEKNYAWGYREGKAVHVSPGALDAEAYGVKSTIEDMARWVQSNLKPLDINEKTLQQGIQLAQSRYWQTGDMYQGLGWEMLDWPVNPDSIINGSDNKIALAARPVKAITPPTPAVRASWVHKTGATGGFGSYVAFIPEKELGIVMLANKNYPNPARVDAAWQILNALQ
#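 AmpC (5.3 nM in the dispensed reagent) in 20 mM phosphate pH 7.0 with 0.01% (detergent screen) or 0.0001% Triton X-100 was preincubated with compounds for 15 min at room temperature. Nitrocefin was then added from an 800 uM solution, and hydrolysis was followed at 480 nm.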
# AmpC detergent: AmpC beta-lactamase inhibition with detergent present; AmpC hydrolysis of nitrocefin, absorbance 480 nm, 0.01% Triton; AID 485294; Potency, µM (doses to about 114 µM), without a hit: at the top dose activity change, negative = inhibition, most hits filed as inhibitors; P00811; 0.041% of 370,000 active;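 also: potency is read from the fitted curve at half-maximal effect; 0% = no-compound wells and -100% = no-enzyme wells; nearly all actives have a fitted effect of over 25% in size; some results filed as inactive show a strong effect at the top dose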
#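 AmpC (5.3 nM in the dispensed reagent) in 20 mM phosphate pH 7.0 with 0.01% (detergent screen) or 0.0001% Triton X-100 was preincubated with compounds for 15 min at room temperature. Nitrocefin was then added from an 800 uM solution, and hydrolysis was followed at 480 nm.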
# Sm TGR inh: blocks Schistosoma mansoni thioredoxin glutathione reductase. Q962Y6. 3% of 360,000 active. purified TGR, DTNB reduction, TNB absorbance 405 nm. Potency, µM (highest dose often 114 µM), without a hit: at the highest dose activity change, negative = inhibition, usual class: inhibitors; also: potency is read from the fitted curve at half-maximal effect; nearly all actives have a fitted effect of over 60% in size
#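 First, TGR (20 nM dispensed) and NADPH were mixed with compound. Second, a 15 min room-temperature incubation followed. Third, further NADPH and then DTNB were added to start the reaction. Finally, TNB absorbance was monitored kinetically.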
# HCV inhibitor: HCV inhibition | Huh7.5.1 HCVcc-Cre infection, luciferase reporter, 44 h | Potency, µM (series often up to 41.8 µM), for the others: top-dose activity change, negative = inhibition, actives largely listed as inhibitors | 3.4% of 340,000 active; also: potency is read from the fitted curve at half-maximal effect
#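 Antiviral activity was scored by luciferase reporter output from cells infected with HCVcc-Cre (~0.5 moi) in presence of compound, 44 h infection period, cells seeded 1,000/well 4 h prior.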
# HCMV inh: inhibitors of human cytomegalovirus | HFF cells, HCMV-luciferase reporter, 72 h; active compounds read low | activity change, negative = inhibition, % at 57.5 µM | 4.5% of 410,000 active; in the data active = activity change below about -60%; inconclusive = no clear call, values can overlap the other calls; inactive = above about -39%
#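 Steps: HFFs plated, 16 h 37C; compounds added; HCMV-luciferase added to MOI 1 PFU/cell; 72 h 37C; OneGlo reagent, 5 min room temperature; luminescence read, normalized to controls.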
# FBPA Giardia inh: Giardia lamblia aldolase inhibition; purified Giardia FBPA; AID 2451; Potency, µM (titrated, usually from 59.6 µM), for the others: at the top dose activity, negative = inhibition, hits mostly inhibitors; A8B2U2; 0.71% of 290,000 active; also: potency is read from the fitted curve at half-maximal effect; nearly all actives have a fitted effect of over 55% in size
# Target sequence (A8B2U2 whole entry, looked up): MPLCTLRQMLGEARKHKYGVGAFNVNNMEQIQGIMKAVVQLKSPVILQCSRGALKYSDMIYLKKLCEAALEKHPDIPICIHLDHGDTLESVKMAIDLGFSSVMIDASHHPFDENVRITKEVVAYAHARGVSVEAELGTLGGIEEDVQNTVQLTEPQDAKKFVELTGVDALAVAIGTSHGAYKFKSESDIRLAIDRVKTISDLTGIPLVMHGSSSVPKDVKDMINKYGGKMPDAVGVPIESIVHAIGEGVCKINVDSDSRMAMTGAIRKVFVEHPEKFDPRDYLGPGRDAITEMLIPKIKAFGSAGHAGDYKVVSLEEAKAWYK
#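 40 nM FBPA preincubated 10 min at RT with compound (up to 57.5 uM final), then substrate plus GAPDH/TPI/NAD/arsenate coupling and diaphorase/resazurin added. Fluorescence read after 20 min at RT, 525/598 nm.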
# * hit, by the source's call; ? = inconclusive; / = not tested or not shown; & = joins results of further samples; [ ] = dose if it differs, or a comment. Unless noted, calls follow the shape of the dose curve; as a rule, active = well fitted curve in the direction sought with a large enough effect; inconclusive = small, poorly fitted or top-dose-only effect, or another doubt; inactive = no such curve, though single readings can be large; an effect the other way counts as inactive or inconclusive. Unless noted, % is scaled to controls: 0 for no effect and ±100 for the full control effect.
SMILES,AmpC inh no detg,AmpC detergent,Sm TGR inh,HCV inhibitor,HCMV inh,FBPA Giardia inh
COc1ccc(-c2c(-c3cc(OC)cc(OC)c3)n(C)c3ccc(-c4cccc5[nH]ccc45)cc23)cc1,-13%,-8%,-15%,-19%,-36,/
COc1ccc(OC)c(NC(=O)CSc2nc(=O)n(Cc3ccccn3)c3c2CCC3)c1,-3%,?,4%,?,-34,/
CNC(=O)COc1ccc(Nc2nnc(C)c3ccccc23)cc1,-11%,8%,1%,26%,23,-12%
CNC(=O)c1cccn(Cc2cc(C(F)(F)F)cc(C(F)(F)F)c2)c1=O,58%,-5%,-1%,?,-29,0%
CCOC(=O)/C=c1\s/c(=C\c2c(OC)ccc3ccccc23)c(=O)n1CC(=O)NCC1CCCO1 (stereo unspecified),213%[activator],-1%,0%,?,-95*,0%
Cc1ccc(C(CCNC(C)c2cccs2)c2ccco2)cc1 (stereo unspecified),-4%,2%,-6%,-7%,-61*,3%
Cc1cccc(Nc2c([N+](=O)[O-])cc(C(=O)N3CC(=O)Nc4ccccc43)cc2[N+](=O)[O-])c1,1%,-11%,?,?,-15,?
Cc1nn(-c2ccccc2)c2sc(C(=O)OCc3nnc(-c4ccccc4)o3)cc12,-18%,-1%,20%,2%,36,2%
Cc1cccc(-c2nnc(SCC(=O)N3CCCC3)o2)c1,-6%,-9%,-3%,-11%,-26,7%
Cc1cc(NC(=O)c2ccccc2F)n(C(C)(C)C)n1,-5%,0%,4%,11%,5,5%
CC(=O)Nc1cc(C(=O)N2CCN(C)CC2)ccc1Sc1ccc(C)cc1,8%,-6%,9%,-10%,13,0%
Cc1cc(C)c2cc(C(c3nnnn3C3CCCC3)N3CCOCC3)c(=O)[nH]c2c1 (stereo unspecified),0%,-6%,-22%,-9%,22,?
COc1ccc(-c2nnc(SCC(=O)Oc3cc(C)ccc3C)o2)cc1,/,-1%,-3%,/,-4,/
CC(=O)c1ccc(NC(=O)C2CCC(CNS(=O)(=O)c3ccc4c(c3)CCCC(=O)N4)CC2)cc1 (stereo unspecified),/,3%,5%,/,-9,/
CCOc1ccc(N(C(C)C(=O)N2CCCCCC2)S(C)(=O)=O)cc1 (stereo unspecified),24%,-1%,1%,-6%,1,0%

# Fetched one by one from the entries so far, 3 records:
SMILES,AmpC inh no detg,AmpC detergent,Sm TGR inh,HCV inhibitor,HCMV inh,FBPA Giardia inh
Cc1cc(NC(=O)c2ccccc2F)n(C(C)(C)C)n1,-5%,0%,4%,11%,5,5%
Cc1cccc(-c2nnc(SCC(=O)N3CCCC3)o2)c1,-6%,-9%,-3%,-11%,-26,7%
Cc1cc(C)c2cc(C(c3nnnn3C3CCCC3)N3CCOCC3)c(=O)[nH]c2c1 (stereo unspecified),0%,-6%,-22%,-9%,22,?

# Continuation.
SMILES,AmpC inh no detg,AmpC detergent,Sm TGR inh,HCV inhibitor,HCMV inh,FBPA Giardia inh
O=C(CCCSc1nc2ccccc2[nH]1)NC(c1ccccc1)c1ccccc1,-40%,-12%,-6%,-5%,-11,8%
Nc1nonc1-c1nc2ccccc2n1CC(=O)Nc1ccccc1C(=O)O,/,-10%,5%,/,1,/
O=C(NC1CCSc2ccccc21)c1cccc(S(=O)(=O)N2CCOCC2)c1 (stereo unspecified),14%,-11%,0%,?,-23,/
Cn1c(=O)c2c(nc(N3CCN(c4ccccn4)CC3)n2Cc2ccc(Cl)cc2Cl)n(C)c1=O,-10%,1%,0%,7%,-8,/
CC(C)(C)NC(=O)c1cc(NC(=O)c2ccco2)cc(NC(=O)c2ccco2)c1,-27%,-18%,0%,-17%,14,9%
CCCOC1(C(F)(F)F)NC(=O)N(c2ccc(Cl)cc2)C1=O (stereo unspecified),/,20%,4%,/,13,/
Cc1cc(NS(=O)(=O)c2ccc(NC(=O)CCCOc3ccccc3C)cc2)nc(C)n1,-27%,5%,-30%,-3%,3,-3%
Cc1ccc(/C=C/C(=O)Nc2ccc(S(=O)(=O)Nc3onc(C)c3C)cc2)cc1,-31%,4%,3%,14%,8,/
Cc1ccc(NC(=O)C2CC2)cc1S(=O)(=O)N1CCOCC1,-22%,/,/,7%,-11,/
Cc1ccc(-n2c(=O)c3sccc3n(CC(=O)NCc3ccco3)c2=O)cc1,-33%,-2%,-22%,-9%,-15,5%
COc1cccc2cc(S(=O)(=O)c3ccccc3)c(=Nc3ccc4c(c3)OCCO4)oc12,3.5µM*,-6%,-2%,5%,20,5%
CC1(C)CC(=O)c2cc(O)ccc2O1,-12%,?,-5%,22%,-14,-3%
CCOC(=O)C1CCCN(Cc2cccc(Oc3ccccc3)c2)C1 (stereo unspecified),15%,1%,-4%,5%,34,-16%
COc1ccc(OCC(O)CNC(=O)/C=C/c2cccc([N+](=O)[O-])c2)cc1 (stereo unspecified),-1%,?,0%,-18%,-9,4%
COc1ccc(C)cc1N(CC(=O)NC1CCCC1)C(=O)CCC(=O)Nc1nc(C)cs1,88%[activator],-8%,-22%,-22%,6,2%
O=c1c2c3c(sc2nc(NCCO)n1Cc1ccco1)CCCCC3,74%[activator],-13%,1%,-11%,63,0%
O=C(NCCS(=O)(=O)N1CCN(c2ccccc2)CC1)C1CC(=O)N(c2ccccc2)C1 (stereo unspecified),-7%,-6%&2%,5%&6%,17%,-18&7,18%
c1ccc2c(c1)CCCN2Cc1nnnn1CC1CCCO1 (stereo unspecified),-8%,8%,12%,-9%,21,-9%
COc1ccc(OCCCN(C)Cc2ccccc2)cc1,-10%,-21%,-26%,2%,5,?
CCOc1cccc(-c2c(C(=O)N/N=C/c3ccncc3)nnn2-c2nonc2N)c1,143%[activator],-4%,-9%,12%,-23,/
Cc1ccc(N(C(=O)CCC(=O)Nc2cc(C)on2)C(C(=O)NC2CCCC2)c2ccncc2)cc1 (stereo unspecified),38%,-3%,1%,9%,10,5%
CCN1CNC(=S)N(C(C)c2ccccc2)C1 (stereo unspecified),-17%,-7%,-5%,?,-21,1%
COc1ccc(C2CC3(CC(C)(C)NC(=S)N3)Oc3cc(O)cc(C)c32)cc1 (stereo unspecified),-46%,-4%,-3%,?,46,3%
Cc1nn(Cc2c(Cl)cccc2Cl)c(C)c1NC(=O)/C=C/c1cnn(C)c1C,13%,5%,7%,/,-23,-19%
COc1ccc(C(C(=O)NC(C)(C)C)N(C(=O)CCC(=O)Nc2cc(C)on2)c2ccccc2F)cc1 (stereo unspecified),62%[activator],-10%,-5%,8%,8,10%
Cc1cc2oc(=O)cc(CN3CCN(Cc4ccccc4)CC3)c2cc1O,-2%,-2%,-19%,11µM*,-9,12%
CCCCCn1nc(C(=O)N(CC)c2c(N)n(CCCC)c(=O)[nH]c2=O)c2ccccc2c1=O,-5%,/,/,16%,-35,/
COc1ccccc1CNC(=O)c1ccccc1NC(=O)C1=C(C)OCCS1,-20%,-3%,5%,-18%,0,/
CCOC(=O)C1CCN(C(=O)Cn2cc(C#N)c3ccccc32)CC1,-10%,-8%,-1%,5%,45,5%
CCOc1ccc(NC(=O)c2cnc(N3CCCC3)nc2C)cc1,/,-6%,-2%,/,-9,/

# Not a retest: an excerpt of the list.
SMILES,AmpC inh no detg,AmpC detergent,Sm TGR inh,HCV inhibitor,HCMV inh,FBPA Giardia inh
O=c1c2c3c(sc2nc(NCCO)n1Cc1ccco1)CCCCC3,74%[activator],-13%,1%,-11%,63,0%
O=C(NCCS(=O)(=O)N1CCN(c2ccccc2)CC1)C1CC(=O)N(c2ccccc2)C1 (stereo unspecified),-7%,-6%&2%,5%&6%,17%,-18&7,18%
c1ccc2c(c1)CCCN2Cc1nnnn1CC1CCCO1 (stereo unspecified),-8%,8%,12%,-9%,21,-9%

# (next part)
SMILES,AmpC inh no detg,AmpC detergent,Sm TGR inh,HCV inhibitor,HCMV inh,FBPA Giardia inh
CN=C1S/C(=C\c2ccc(N3CCOCC3)cc2C)C(=O)N1C,-5%,-13%,7%,-6%,54,3%
COC(=O)CSc1nc(NC(C)C)nc(N(C)C)n1,-9%,-7%,-2%,-3%,49,6%
COCCN(C(=O)C1=COCCO1)c1c(N)n(Cc2ccccc2)c(=O)[nH]c1=O,79%[activator],3%,-11%,40%[activator],40,/
CCC(C)n1c(=S)[nH]c2c(sc3ccc([N+](=O)[O-])cc32)c1=O (stereo unspecified),-42%,-7%,-7%,?,?,11%
CCn1c(SCC(=O)c2ccc(OC)cc2)nnc1C1CC1,-1%,-1%,-2%,-18%,11,1%
CCOc1ccc(N2CC(C(=O)NNC(=O)c3ccc(Br)cc3)CC2=O)cc1 (stereo unspecified),-15%,0%,12%,3%,-27,/
CCCn1c(SCC(=O)NCc2ccc(OC)cc2)n[nH]c1=O,-16%,-13%,6%,-3%,-3,-2%
COCCn1c(NCc2ccco2)nc2c1c(=O)[nH]c(=O)n2C,-11%,1%,5%,13%,-1,0%
COc1ccc(OCCOc2cccc(C=C3C(=O)NC(=O)NC3=O)c2)cc1,-25%,-14%,11µM*,/,/,6%
Cc1cc2c(ccc3[nH]onc32)n1,-14%,?,32µM*,?,-33,?
O=C1CCc2cc(S(=O)(=O)NC(C(=O)NCc3cccnc3)c3ccccc3)ccc2N1 (stereo unspecified),-32%,-13%,2%,8%,7,0%
Cc1sc2ncn(CC(=O)NCCCC(=O)N3CCN(Cc4ccc5c(c4)OCO5)CC3)c(=O)c2c1C,221%[activator],?,14%,-13%,-26,13%
O=C(O)c1ccc2nnn(O)c2c1,-7%,-5%,-21%,1%,0,0%
O=C(Nc1ccc(N2C(=O)C3C4C=CC(C4)C3C2=O)cc1Cl)c1cccs1 (stereo unspecified),-20%[11.4 µM],?,-3%,13%,6,9%
Cc1cc2oc(C(=O)N(Cc3ccccc3)C3CCS(=O)(=O)C3)c(C)c2cc1C (stereo unspecified),61%[activator],-11%,1%,-15%,-23,8%
CSc1ncc(CN2CCCC(C(=O)c3ccc(C(C)(C)C)cc3)C2)cn1 (stereo unspecified),104%[activator],-9%,2%[57.1 µM],?,22,1%
O=C(c1ccc(N2CCCCS2(=O)=O)cc1)N1CCN(c2ccccc2F)CC1,71%[activator],1%,0%,?,-9,/
CCOC(=O)C(NS(=O)(=O)c1ccc(Br)cc1)C(C)C (stereo unspecified),7%,-18%,8%,5%,29,-18%
CC(=O)c1cccc(N(C(=O)Cn2nnc3ccccc32)C(C(=O)NCc2ccccc2)c2ccc(F)cc2)c1 (stereo unspecified),/,-10%,-4%,/,-30,/
O=C(COC(=O)c1ccc(O)cc1)NC(c1ccccc1)c1ccccc1,-50%,/,/,-20%,-15,/
CC(C)(C)OC(=O)N[C@@H](Cc1ccccc1)c1nnc(S(=O)(=O)Cc2cccc(F)c2)o1,-56%,25µM*,0.4µM*,?,/,-4%
COc1ccc(S(=O)(=O)NCc2ccc(C)cc2)cc1,-11%,-5%,-1%,17%,3,3%
CSc1ccc(CN2CCC(N3CC(C)OC(C)C3)CC2)cc1 (stereo unspecified),-8%,-13%,0%,?,-10,?
O=C(NC1CC2CCCC(C1)N2C(=S)NCCc1ccccc1)C1CC1 (stereo unspecified),37%,0%,18%,-6%,-27,0%
COc1ccc(C2/C=C\CN(S(=O)(=O)c3ccc(C)cc3)CC(=O)N2Cc2cccc(F)c2)cc1 (stereo unspecified),-28%,/,/,-48%,-6,-2%
